mcGAS inh = cyclic GMP-AMP synthase inhibitors, mouse, primary biochemical chemiluminescence. Q8C6L5. recombinant cGAS, Kinase-Glo ATP depletion luminescence. inhibition, % at 12.5 µM. 0.15% of 160,000 active;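 note: 0% = negative control wells and 100% = reference inhibitor with no enzyme activity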
hcGAS inh = Primary biochemical luminescence assay for human cyclic GMP-AMP synthase inhibitors; inhibition, % at 12.5 µM; AID 1259398, 2018; recombinant h-cGAS, ATP depletion, Kinase-Glo luminescence; 0.081% of 290,000 active; Q8N884;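 note: 0% = vehicle reaction and 100% = reaction without DNA for no activity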
Target sequence (Q8N884 whole entry, looked up): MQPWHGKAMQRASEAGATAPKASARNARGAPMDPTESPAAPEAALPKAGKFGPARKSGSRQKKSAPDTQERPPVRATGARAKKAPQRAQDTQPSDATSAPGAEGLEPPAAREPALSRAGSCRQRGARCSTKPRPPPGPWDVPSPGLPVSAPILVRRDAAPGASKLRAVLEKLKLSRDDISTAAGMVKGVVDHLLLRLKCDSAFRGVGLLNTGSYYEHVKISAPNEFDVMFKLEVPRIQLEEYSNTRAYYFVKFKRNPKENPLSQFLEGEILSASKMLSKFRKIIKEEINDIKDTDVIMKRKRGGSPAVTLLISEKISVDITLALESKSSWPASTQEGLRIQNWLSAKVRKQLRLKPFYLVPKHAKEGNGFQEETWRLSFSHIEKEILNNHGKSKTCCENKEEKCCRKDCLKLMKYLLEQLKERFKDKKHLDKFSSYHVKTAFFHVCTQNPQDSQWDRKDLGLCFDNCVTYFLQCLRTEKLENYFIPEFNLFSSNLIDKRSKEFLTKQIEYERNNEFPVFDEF
NPYLR7 ag = agonists of mosquito NPYLR7 receptor, primary screen, cell-based, Aedes aegypti, calcium fluorescence, mosquito biting behavior; Aedes aegypti neuropeptide Y-like receptor 7 (NPYLR7); HEK293T NPYLR7/Galpha15, GCaMP6s calcium fluorescence; activation, % at 10 µM; 0.15% of 270,000 active; AID 1259423, 2018; in the data active = activation above about 40%;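 note: 0% = vehicle and 100% = reference agonist at the receptor; some compounds past the cut are filed as inactive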
Active calls of the source: *; nt = not tested or not shown; & = joins results of further samples. Cut-off read from the data, not from the text of the source, unless noted: active = inhibition above about 40%; inactive = the rest.

SMILES	mcGAS inh	hcGAS inh	NPYLR7 ag
COCCCN(CC(=O)N(CCc1c[nH]c2ccccc12)Cc1ccc(Cl)c(Cl)c1)C(=O)C1CCCCC1	-5.2	-8.2	17.5
CCOC1CC(NC(=O)c2nc3nccc(C)n3n2)C12CCC2 (configuration not stated)	-13.8	-13.5&-8.3	-0.4&-3.5
Cc1cc(C)cc(NC(=O)CC(=O)N2CCC3(CC2)C(=O)NCCN3C)c1	nt	-1.9	7.2
Cc1ncnc(N2CCCC(CO)(Cc3ccc(F)cc3)C2)c1C (configuration not stated)	nt	-2.3	11.9
FC(F)(F)c1cnc(NCCCN2CCOCC2)c(Cl)c1	-2.8	-0.8	-1.4
COC(=O)c1ccc(C(=O)N2CCN(C3c4ccccc4CCc4ccccc43)CC2)cc1	-5.2	-4.3	5.5
Cc1ccnc(SCCn2c(N3CCCCCC3)nc3c2c(=O)[nH]c(=O)n3C)n1	nt	0.8	-13.0
Cc1c(C(=O)O)sc(=S)n1-c1ccc(Cl)cc1	nt	-4.1	9.2
Cc1[nH]nc2c1C1(C(=O)Nc3ccc(Br)cc31)C(C#N)C(=N)O2 (configuration not stated)	10.0	-8.6	-5.9
CN1CCN(C(=O)C2CSCN2C(=O)OC(C)(C)C)CC1 (configuration not stated)	nt	-7.7	2.8
CCOc1cc2c(cc1OCC)CN(C(=O)c1cncn1-c1cccc(-c3ccc(OC)c(OC)c3)c1)CC2	-5.6	-1.4	8.3
Cc1onc(-c2ccccc2)c1C(=O)N1CCN(c2ccccc2)CC1	nt	-3.8	3.1

The last four entries of the section before lead into the next:
SMILES	mcGAS inh	hcGAS inh	NPYLR7 ag
Cc1[nH]nc2c1C1(C(=O)Nc3ccc(Br)cc31)C(C#N)C(=N)O2 (configuration not stated)	10.0	-8.6	-5.9
CN1CCN(C(=O)C2CSCN2C(=O)OC(C)(C)C)CC1 (configuration not stated)	nt	-7.7	2.8
CCOc1cc2c(cc1OCC)CN(C(=O)c1cncn1-c1cccc(-c3ccc(OC)c(OC)c3)c1)CC2	-5.6	-1.4	8.3
Cc1onc(-c2ccccc2)c1C(=O)N1CCN(c2ccccc2)CC1	nt	-3.8	3.1
Cc1cccc(C(=O)NC(C(=O)NCc2ccco2)C2CCN(C(=O)c3ccc(Cl)cc3)CC2)c1 (configuration not stated)	-6.7	-9.4	-1.5
CCN1CCN(c2c(CN(C(=O)NC(C)(C)C)C3CC3)c(C)nn2-c2cccc(F)c2)CC1	-5.7	-1.7	17.4
CCN(CC)C(=O)c1cnc2nc(C)ccc2c1Nc1ccc(F)c(Cl)c1	-1.9	-3.1	-4.8
COc1ccc(CNC(=O)Cn2nc3c(c2NC(=O)/C=C\c2ccc4c(c2)OCO4)CSC3)cc1	-5.2	-7.5	-3.1
COC(=O)c1cc(CNC(=O)[C@@H]2C[C@@H]3C=C[C@H]2C3)cc(NC(=O)C2CCCCC2)c1	-10.5	-6.4	18.7
CCCn1nccc1NC(=O)COC(=O)CC1CCS(=O)(=O)C1 (configuration not stated)	nt	-8.8	-1.1
COc1nc2cn(CCc3ccccn3)c(O)c2cc1CNC1CCCCCC1	-10.9	-7.5	-2.0
COc1ccc(C(=O)Nc2ccc(F)cc2F)cc1[N+](=O)[O-]	-1.5	2.6	-4.4
Cc1cc(C)cc(C2CC(C)(O)CC(c3cc(C)cc(C)c3)S2)c1 (configuration not stated)	nt	-9.1	4.3
O=C(Cn1cc([N+](=O)[O-])ccc1=O)NCCC1=CCCCC1	nt	-7.4	6.4
Cc1ccc(C)c(-n2cc(CN(C)Cc3nccn3C)c(-c3ccccc3)n2)c1	-10.8	-10.7	1.3
Cc1cc(C(=O)N2CCC3(CC2)OCc2cc(-c4ccccc4)ccc2O3)c(C)o1	-1.1	0.3	-21.9
COc1ncc(C(=O)N2C[C@H]3CC=C(C)C[C@H]3C2)cn1	nt	2.2	1.5
N#Cc1ccc(NC(=O)N2CCCN(c3nc(Cc4ccc(Cl)cc4)ns3)CC2)cc1	-0.7	4.7	0.3
COc1ccc(NS(=O)(=O)c2cccc3c(N(C)C)cccc23)c(C(=O)NCc2ccccc2)c1	-7.7	-6.4	1.0
Cc1ccc(C)c(S(=O)(=O)N2CCC(CCc3ccc(C(F)(F)F)cc3)CC2)c1	-5.5	-3.3	-0.5
O=c1oc2ccccc2cc1-c1csc(Nc2cccc(F)c2)n1	4.8	9.5	-4.5
O=C1C(=O)N(CN2CCCC2c2cccs2)C(=O)N1Cc1cccs1 (configuration not stated)	nt	-8.4	4.2
CC(=O)Nc1ccc(NC(=O)CSc2nc(CC(=O)NCCC3=CCCCC3)cs2)cc1	-6.0	-4.3	nt
CS(=O)(=O)N1C2CCC3(CC2)OC(=O)N(Cc2ccccc2)CC13 (configuration not stated)	-7.1	-3.3	23.1
CC(=O)N1CCC(C(=O)Nc2nc(SCc3ccc(Cl)cc3)n[nH]2)CC1	nt	-10.1	11.3
CC(c1ccc(S(C)=O)cc1)N(C)Cc1ccc(Cl)cc1Cl (configuration not stated)	nt	-10.3	4.1
CC(c1ccccc1)N(C)C(=O)NC1CCN(C(=O)C2CC2)CC1 (configuration not stated)	nt	-9.3	3.9
COc1ccc(CCc2nnc(CCC(=O)N3CCC(c4ccc(F)cc4)C3)o2)cc1 (configuration not stated)	nt	-7.7&-4.3	4.4&-1.3
Cc1cccc(NC(=O)CCC2CCN(S(=O)(=O)c3ccc(C)s3)CC2)c1	nt	1.0	-1.0
COc1ccccc1-c1cc(C(=O)NCCN(C)C)n2nc(-c3ccc(Cl)cc3)cc2n1	2.6	14.4	1.7
COc1ccc(-c2cc(C(=O)NCCc3ccccc3)c(C)n2-c2ccccc2)cc1	-2.4	-1.0	-4.9
O=C(c1cccc(C(F)(F)F)c1)C1CCCN(C(=O)CCCn2cncn2)C1 (configuration not stated)	-10.7	-6.5	1.5
O=C(CSc1ccccn1)Nc1nnc(-c2ccccc2)s1	-4.7	-7.4	-1.6
O=C(COc1ccc(Cl)cc1)N1CCc2ccccc2C1c1ccc(F)cc1 (configuration not stated)	-1.3	-8.3	21.7
Cc1cc(C)cc(N=c2c([N+](=O)[O-])nn(-c3cccc(Cl)c3)n2O)c1	-8.2	-6.9	17.4
CCOc1c(F)cccc1C(=O)N(C)C(C)CSC (configuration not stated)	nt	-9.3	1.9
CNC(=O)[C@H]1C[C@]2(CCCCN(CCO)C2=O)N(C(=O)Nc2ccccc2)[C@H]1c1ccco1	-1.5	3.6	-0.6
CC1(C(=O)NCC2CCCCC2)CCN1C(=O)CC(c1ccccc1)c1ccccc1 (configuration not stated)	-5.0	-9.2	12.6
CC(=O)Nc1ccc(-c2cn(C(C)Cc3cnccn3)nn2)cc1 (configuration not stated)	nt	-3.0&-3.8	0.6&1.3
O=c1cc2c(nn1Cc1ccc(Br)cc1F)CCCC2	nt	13.3	-0.2
CC(c1cccnc1)N(C)Cc1nccn1C(C)C (configuration not stated)	nt	-6.7	-4.4
Cc1cc(C(=O)CSc2nnnn2C2CC2)c(C)n1Cc1ccco1	nt	-5.3	8.7
COc1ccc(CC(=O)N2CCC(N3CCC(C(=O)NC4CC4)CC3)CC2)cc1	nt	-5.1&-12.1	2.3
Cc1nn(-c2ccc(Cl)cc2Cl)c(C)c1CC(=O)Nc1c[nH]ccc1=O	nt	-7.8	3.2
O=C(NC1C2CC3CC(C2)CC1C3)C1CCC(=O)N(CCCc2ccccc2)C1 (configuration not stated)	nt	-10.0	3.5
Cc1nc(-n2ccc3nc4ccn(-c5ccccn5)c(=O)c4cc3c2=O)n[nH]1	nt	-6.0	0.5
Cc1ncsc1CCS(=O)(=O)CC1CCCO1 (configuration not stated)	nt	-9.4	-2.0
Cc1cc(-c2csc(NC(=O)Cc3c(C)noc3C)n2)c(F)cc1F	0.5	3.8	-10.6
NC(=O)c1ccsc1NC(=O)Cn1cnc2sccc2c1=O	nt	-4.1	4.9
COc1ccccc1C(=O)N1CCN(Cc2c(C)nc3sccn23)CC1	-8.3	-3.2	5.3
Cc1c(C#N)c(=O)[nH]c(=O)n1CC1CCCO1 (configuration not stated)	nt	-5.1	9.5
O=C(CCC(=O)N1CCCC2(CCCCCC2)C1)N1CCOCC1	-14.6	-6.3	2.8
Cn1ccnc1CN(C(=O)c1cccc(-c2ccco2)c1)C1CC1	nt	-0.5	-2.2
C=C1C2CC[C@]3(CCC4[C@@]5(C)CCC[C@@]4(CN(CCO)C5)[C@@H]3C2)[C@@H]1O (some centres not stated)	-5.7	-1.4	0.1
CNC(=O)C(=O)NCC1OCCN1S(=O)(=O)c1c(C)cc(C)cc1C (configuration not stated)	nt	-1.1	-1.1
O=C(CN(C(=O)COc1ccc(Cl)cc1)C1CC1)N1CC(=O)N(c2ccc(Cl)cc2)C1	0.1	-0.1	1.2
Cc1cn2c3c(=O)n(CCCc4ccccc4)c(=O)n(C)c3nc2n1CCCn1ccnc1	-6.7	-3.7	2.7
CC(c1ccncc1)N(C)C(=O)Nc1ccccc1S(C)=O (configuration not stated)	nt	-5.0	2.4
O=C(NCC(c1cccnc1)N1CCN(Cc2ccccc2)CC1)C(=O)Nc1cccc([N+](=O)[O-])c1 (configuration not stated)	nt	1.5	3.0
COCCNC(=O)c1cc(NC(=O)Nc2cccc(Cl)c2Cl)ccc1N1CCC(C)CC1	-5.8	-13.8	-1.1
O=C1NC(=O)C2(CCCCC2)N1	nt	-0.3	1.8
O=C(CCc1ccccc1)N(CCn1cccn1)c1nc2ccccc2s1	0.1	3.9	-17.2
C=CCn1c(-c2ccc(C(C)(C)C)cc2)n[nH]c1=S	-0.7	3.9	1.6
Cc1nnc(C)n1-n1ccc2nc3ccn(-c4ccccc4Cl)c(=O)c3cc2c1=O	-3.0	-5.7	0.0
(list continues)
SMILES	mcGAS inh	hcGAS inh	NPYLR7 ag
CCOCCCNc1cc(=O)n(-c2ccccc2)nc1C(=O)OCC	nt	-1.3	6.1
CC(C)(C)c1ccc(-n2c(=O)[nH]c3c(C(N)=O)nc(-c4cccc(Cl)c4)nc32)cc1	-7.2	-7.6	3.2
COc1cc(OC)cc(C(=O)Oc2coc(CSc3nc(C)cc(C)n3)cc2=O)c1	-5.9	-6.7	-14.1
O=C(Nc1ccc(C2SCC(=O)N2c2ccc3c(c2)CCC3)cc1)c1ccc([N+](=O)[O-])cc1 (configuration not stated)	-7.1	-7.8	nt
Cc1cccc(C2(C(=O)N3CCC(CC(N)=O)CC3)CCC2)c1	nt	-0.6	0.0
CC(C)c1cccc(C(C)C)c1NC(=O)N(Cc1cccn1Cc1cccc(C(F)(F)F)c1)C1CCCCC1	-2.4	0.5	nt
O=C(Nc1ncc([N+](=O)[O-])s1)c1cccs1	nt	36.9	-17.9
Cc1ccc(C(CN2CCOCC2)NS(=O)(=O)c2c(Cl)cccc2Cl)cc1 (configuration not stated)	-4.7	-1.6	-2.2
CC(C)(C)c1cc(C=NNC(=O)c2cnccn2)cc(C(C)(C)C)c1O	-4.8	-4.4	-3.8
Cc1nnc(SCc2ccc(Cl)cc2Cl)[nH]c1=O	-2.8	6.3	-1.0
OCC1(Cc2ccccc2)CCCN(Cc2cn[nH]c2-c2cccc(F)c2)C1 (configuration not stated)	nt	-3.2&-3.6	9.7
C(=NNc1ccccc1)c1c[nH]c2ccccc12	nt	-2.6	8.7

A different layout for six compounds above.
Each structure is followed by: mcGAS inh, hcGAS inh, NPYLR7 ag
- CCOCCCNc1cc(=O)n(-c2ccccc2)nc1C(=O)OCC
 : nt, -1.3, 6.1
- CC(C)(C)c1ccc(-n2c(=O)[nH]c3c(C(N)=O)nc(-c4cccc(Cl)c4)nc32)cc1
 : -7.2, -7.6, 3.2
- COc1cc(OC)cc(C(=O)Oc2coc(CSc3nc(C)cc(C)n3)cc2=O)c1
 : -5.9, -6.7, -14.1
- O=C(Nc1ccc(C2SCC(=O)N2c2ccc3c(c2)CCC3)cc1)c1ccc([N+](=O)[O-])cc1 (configuration not stated)
 : -7.1, -7.8, nt
- Cc1cccc(C2(C(=O)N3CCC(CC(N)=O)CC3)CCC2)c1
 : nt, -0.6, 0.0
- CC(C)c1cccc(C(C)C)c1NC(=O)N(Cc1cccn1Cc1cccc(C(F)(F)F)c1)C1CCCCC1
 : -2.4, 0.5, nt

Next part.
SMILES	mcGAS inh	hcGAS inh	NPYLR7 ag
N#Cc1cccnc1NCCOc1ccc2ccccc2c1	nt	12.9	-7.9
Cc1nc(C)c(CC(=O)NC(C)c2nc(C(C)C)no2)s1 (configuration not stated)	nt	-1.8	-6.0
O=C(COc1coc(CN2CCc3ccccc3C2)cc1=O)NCc1ccc2c(c1)OCO2	-7.7	-5.8	-2.3
CC1(C)[C@@H]2CC[C@@]1(CS(=O)(=O)N1CCn3nc(C(=O)O)cc3C1)C(=O)C2	-3.6	-1.1	nt
COC(=O)c1ccc(/C=C2\SC(=Nc3c(C)cccc3C)N(c3ccccc3)C2=O)cc1	-1.0	-2.1	-0.1
CCc1nc(C)c(C(=O)NCCc2cccc(C(F)(F)F)c2)o1	-9.5	-6.3	28.2
CC1(C(=O)NS(=O)(=O)c2ccccc2C(F)(F)F)CCN1C(=O)c1cccc(F)c1 (configuration not stated)	nt	-11.0	0.0
C=CCN(CC(=O)N1CCc2sccc2C1c1ccc(OC)cc1)C(=O)C(CC)CCCC (configuration not stated)	-3.6	-3.3	13.6
Cn1cc(-c2csc(C(O)(c3ccccc3)C(F)(F)F)n2)cn1 (configuration not stated)	nt	-3.3	8.7
CC(C)C(C)(C#N)NC(=O)CC1CC2CCC1C2 (configuration not stated)	nt	-10.3	4.8
Cc1c(C(=O)N(C)Cc2cnn(-c3ccccc3)c2)cnc2ccnn12	nt	-8.5	5.9
O=C(Nc1ccnn1C1CCN(c2cnccn2)CC1)c1ccccc1Cl	nt	-6.0	1.7
O=C(CC(O)(c1ccco1)C(F)(F)F)Nc1cccc(S(=O)(=O)N2CCCCC2)c1 (configuration not stated)	-2.5	4.6	3.0

Screens from PubChem.
